Screens: PubChem, several laboratories
MsrA act: activates bovine MsrA enzyme. purified bovine MsrA, absorbance read-out. 360,000 compounds, 0.3% hits. activation, % at 10.6 µM; in the data active = activation above about 7.5%;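 note: 0% = vehicle and 100% = reference activator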
Tb MetRS inh: blocks T. brucei methionyl-tRNA synthetase activity. 360,000 compounds, 0.4% hits. AID 624268. inhibition, % at 11.9 µM. purified T. brucei MetRS, ATP depletion, Kinase-Glo luminescence;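 active = inhibition above a per-plate cutoff of the control wells' mean inhibition plus 3 SD, cut at about 5.5% in these data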;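 note: 0% = DMSO wells median and 100% = median of wells with control inhibitor compound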
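Material: parasite MetRS enzyme / Replication: singlicate, one well per compound / Signal: luminescence of leftover ATP / Schedule: 2 h aminoacylation at 25 °C after 15 min preincubation / Medium: HEPES-MgCl2-KCl buffer plus DTT, spermine, BSA, pyrophosphatase / Doses: 11.9 µM single point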
SUMO1 PPI mod: SUMO1-SIM interaction modulation | P63165 | SUMO1 binding to a labelled peptide, TR-FRET, 1 h | inhibition, % at 20 µM | 360,000 compounds, 0.33% hits | AID 602429; in the data active = inhibition above about 37%
Target sequence (P63165 whole entry, looked up): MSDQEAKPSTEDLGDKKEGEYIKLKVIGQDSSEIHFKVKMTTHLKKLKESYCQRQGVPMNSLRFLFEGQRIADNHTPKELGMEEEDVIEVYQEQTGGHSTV
LMPTP block: LMPTP (human) inhibition; P24666; recombinant LMPTP-A, OMFP fluorogenic substrate, fluorescence intensity; inhibition, % at 20 µM; 360,000 compounds, 0.22% hits;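 active = compounds that cut the enzyme signal by at least half of the control window in the single-dose screen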;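 note: plate controls were DMSO wells with enzyme plus substrate for no effect and substrate without enzyme for full effect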
Target sequence (P24666 whole entry, looked up): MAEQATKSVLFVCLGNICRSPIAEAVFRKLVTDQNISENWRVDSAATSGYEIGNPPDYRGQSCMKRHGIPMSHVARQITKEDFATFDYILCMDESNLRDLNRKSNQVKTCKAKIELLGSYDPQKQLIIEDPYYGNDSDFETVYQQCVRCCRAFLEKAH
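Test system: LMPTP-A phosphatase enzyme; input: 0.625 nM LMPTP-A final; reagent: OMFP substrate, 400 µM final; compound dosing: 20 µM single dose, 3% DMSO; incubation: 50 min dark incubation at room temperature; measured by: endpoint fluorescence intensity from OMFP dephosphorylation; measure: % inhibition relative to no-enzyme and uninhibited control wells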
NRP1-CendR mod: modulators of CendR peptide binding to human neuropilin-1. FAM-RPARPAR peptide binding to NRP-1, fluorescence polarization. 360,000 compounds, 0.85% hits. AID 602438. inhibition, % at 25 µM;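 active = inhibition or corrected inhibition above about 18%, plus a signal ratio from 0.5 to 1.5, limit read from the data, passing the limit was not always enough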; note: strong numbers were not always called active
Scp1 inh: inhibitors of human Scp-1 phosphatase; Q9GZU7; Recombinant Scp1, phosphopeptide, malachite green phosphate absorbance; inhibition, % at 20 µM; 340,000 compounds, 0.88% hits; AID 493091;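 active = inhibition above about 50% at 20 µM, limit read from the data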;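 note: plate controls were DMSO wells with enzyme for no effect and wells lacking enzyme for full effect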
Target sequence (Q9GZU7 76-261 limits assumed): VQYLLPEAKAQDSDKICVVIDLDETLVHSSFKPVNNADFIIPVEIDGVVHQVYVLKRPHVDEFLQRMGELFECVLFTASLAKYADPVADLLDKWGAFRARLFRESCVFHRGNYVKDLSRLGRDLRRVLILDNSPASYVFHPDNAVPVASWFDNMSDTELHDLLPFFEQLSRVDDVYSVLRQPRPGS
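Test system: SCP-1 catalytic domain; Buffer or medium: Acidic Tris acetate buffer with magnesium and detergent; Also added: Phosphorylated 17-residue peptide substrate; Compound: single 20 µM dose, 1% DMSO; Schedule: enzyme reaction 45 min at room temperature, colour 5 min, stabilisation 30 min; Signal: Phosphate-binding colour reagent, absorbance read at 630 nm.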
STEP inh: inhibitors of human striatal-enriched phosphatase STEP; recombinant STEP, OMFP fluorogenic substrate, fluorescence; inhibition, % at 20 µM; 360,000 compounds, 0.25% hits; AID 588621;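 active = inhibition at 20 µM, scaled per plate between control wells, above about 37%, limit read from the data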;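 note: 0% = DMSO with enzyme and substrate and 100% = substrate only without enzyme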
Target sequence (P54829 whole entry, looked up): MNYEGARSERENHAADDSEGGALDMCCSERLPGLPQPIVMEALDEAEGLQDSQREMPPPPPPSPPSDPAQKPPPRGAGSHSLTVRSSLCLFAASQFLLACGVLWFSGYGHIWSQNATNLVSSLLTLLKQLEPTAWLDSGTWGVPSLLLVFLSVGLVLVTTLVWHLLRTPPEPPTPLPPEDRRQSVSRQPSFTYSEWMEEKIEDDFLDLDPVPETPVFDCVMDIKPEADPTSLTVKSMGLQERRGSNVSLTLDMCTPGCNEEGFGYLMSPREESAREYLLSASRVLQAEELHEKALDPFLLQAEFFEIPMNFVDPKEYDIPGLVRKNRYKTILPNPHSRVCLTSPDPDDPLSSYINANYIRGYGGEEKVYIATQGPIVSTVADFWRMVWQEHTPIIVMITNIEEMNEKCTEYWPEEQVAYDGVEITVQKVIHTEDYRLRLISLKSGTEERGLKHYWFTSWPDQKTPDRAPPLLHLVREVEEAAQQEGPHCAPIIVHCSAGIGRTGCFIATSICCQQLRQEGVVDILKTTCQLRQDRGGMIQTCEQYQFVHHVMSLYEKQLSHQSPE
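material = STEP tyrosine phosphatase | reagent = fluorogenic phosphatase substrate OMFP at 25 µM final | doses = single compound dose of 20 µM, 1% DMSO final | schedule = 20 min reaction, room temperature, in the dark | measured by = fluorescence, 480/540 nm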
eLon inh: inhibitors of E. coli Lon protease | AID 602123 | purified E. coli Lon protease, fluorescence polarization | P0A9M0 | inhibition, % at 7.94 µM | 360,000 compounds, 0.42% hits; in the data active = inhibition above about 13%, passing the limit was not always enough;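 note: 0% = enzyme with probe and DMSO and 100% = no enzyme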
DNMT1 inh: blocks human DNA methyltransferase DNMT1; DNMT1 molecular beacon, Hinp1I cleavage, fluorescence; inhibition (reported as % activation of signal), % at 10 µM; 360,000 compounds, 0.83% hits; in the data active = inhibition above about 50%
MsrA inh: inhibits bovine methionine sulfoxide reductase A; 360,000 compounds, 0.75% hits; inhibition, % at 15.5 µM; purified bovine MsrA, absorbance read-out; in the data active = inhibition above about 4.5%;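 note: 0% = vehicle wells with enzyme and 100% = reference inhibitor wells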
* marks the source's active call; other numbers are inactive results; · = no result given.

MsrA act	Tb MetRS inh	SUMO1 PPI mod	LMPTP block	NRP1-CendR mod	Scp1 inh	STEP inh	eLon inh	DNMT1 inh	MsrA inh	SMILES
-2	0.3	-2	0.6	-2	-5	-2	-2	2	1.9	O=C(c1ccccc1)N1CCCCC(Cl)C1=O (stereo not drawn)
-3	-0.8	-4	-1.0	8	-15	0	5	-1	1.5	CC1CCN(C(=O)COC(=O)Cc2ccc(Br)cc2)CC1
5	-0.2	4	-1.2	-3	-7	-2	9	-1	-1.1	COc1ccc(NS(=O)(=O)c2ccc3oc(=S)[nH]c3c2)cc1
-1	0.3	0	-0.3	-20	34	4	0	43	0.7	Cc1cc(C(F)(F)F)nc(SCc2ccc(C(=O)O)o2)n1
-2	0.3	1	-1.0	1	4	-1	-5	2	0.9	CC(C)Cc1nnc(NC(=O)CCC(=O)N2CCOCC2)s1
-3	-0.1	6	-0.1	-9	·	-4	-18	4	-1.9	C=CCC(=O)N1CCC(n2nccc2NC(=O)c2ccc3c(c2)OCO3)CC1
1	-0.1	-2	-2.1	15	-2	-1	0	1	-1.0	O=C(c1ccc2snnc2c1)N1CCCC1
-1	1.1	-3	0.8	8	5	0	-10	-3	0.6	CC(C)Cn1c(CNC(=O)c2ccccc2)nc2ccccc21
-3	-0.8	1	-1.0	-14	-9	-3	-12	3	-0.1	CCSc1nnc([C@H](C)NC(=O)OC(C)(C)C)o1
-1	-0.5	-2	0.2	-2	-1	1	-3	-12	0.5	COc1ccccc1NC(=O)C1=C(C)Nc2nc(-c3ccccc3)nn2C1c1ccccn1 (stereo not drawn)
-1	0.2	2	-1.3	15	-2	-2	8	0	0.1	O=C(CN1C(=O)CCS(=O)(=O)c2ccccc21)Nc1ccc(Cl)cc1
-2	0.4	-2	0.3	-7	-11	1	6	-1	-1.7	CCC1NC(=S)N(C2CCCCC2)C1=O (stereo not drawn)
-6	-1.1	0	-1.2	3	5	-1	3	1	1.6	CCCn1nnc(NC(=O)/C=C/c2ccc(C(C)C)cc2)n1
-9	0.7	-18	-1.0	-10	18	0	-5	-4	0.0	CCOc1cc(N2CCOCC2)c(OCC)cc1NC(C)C(=O)N1CCN(CC)CC1 (stereo not drawn)
-9	-1.2	-29	-1.3	0	10	0	0	2	1.6	O=C(CCS(=O)(=O)c1ccccc1)Nc1ncc([N+](=O)[O-])s1
·	-1.1	-8	-0.1	-2	·	·	·	·	2.0	O=C(NC1CCCCC1)C(C1CC1)n1c(=O)c(-c2ccccc2)nc2ccccc21 (stereo not drawn)
-3	-0.3	1	-2.3	4	5	-4	-18	3	-1.0	CCCOc1ccc(N2C(=O)CC(N(Cc3ccco3)C(C)=O)C2=O)cc1 (stereo not drawn)
1	-0.2	2	0.0	-5	-13	-1	-14	0	-0.9	O=C1OCCN1c1ccccc1
-11	-1.4	2	-0.3	6	-4	-2	1	-3	2.1	O=C(NC1(C(F)(F)F)C(=O)Nc2c1c(=O)[nH]c(=O)n2Cc1ccccc1)c1ccc(Cl)cc1 (stereo not drawn)
-12	-1.6	0	-0.1	-4	-5	0	5	-2	0.1	Cc1cnc(NC(=O)COc2ccccc2Cl)s1
-2	-0.2	3	-2.4	13	-4	-1	8	0	0.8	CCOC(=O)[C@H]1[C@H]2COc3ccc(OC)cc3[C@@H]2N2C(=O)CN(Cc3ccc(F)cc3)C(=O)[C@@]12C
-1	0.4	4	-0.3	6	-6	2	-6	2	0.5	CC(NC(=O)c1cc(S(=O)(=O)N(C)C)ccc1Cl)c1ccc(-n2ccnc2)cc1 (stereo not drawn)
-1	-0.4	-22	-0.7	5	-4	-2	-6	2	0.3	Cn1c(=O)c2cc3ccccc3nc2n(C)c1=O
-8	-0.8	-9	0.5	-1	-1	-3	0	-1	1.4	Cc1ccc([N+](=O)[O-])cc1S(=O)(=O)N1CCNCC1
-9	-0.5	37	37	-112	26	11	-31	104*	-0.7	c1ccc(Cn2c(SCc3nc4ccccc4s3)nnc2-c2ccco2)cc1
-2	0.0	0	-1.4	1	3	1	-4	6	-0.6	O=C(O)C1CC=CCC1C(=O)Nc1ccc(F)c(F)c1 (stereo not drawn)
-1	0.0	5	-1.4	-11	·	1	3	-2	0.1	COCCNC(=O)C1Cc2c(-c3cccc(NC(C)=O)c3)ccnc2O1 (stereo not drawn)
-4	-0.8	-2	-2.0	9	3	-2	-1	-2	0.0	COc1ccc(NC(=O)Nc2sc(=S)n(C)c2C)cc1
-3	-0.5	-1	1.0	10	-8	3	-13	-1	-0.4	CSc1nc(SC)c2c3c(oc2n1)COC(C)(C)C3
-2	-0.3	-1	-0.2	-10	-5	0	2	-1	-0.1	O=C(NCC1CCCO1)c1cc2c(s1)CS(=O)(=O)C2 (stereo not drawn)
-2	-0.7	0	-2.3	9	-8	-2	5	-4	-0.7	CCOC(=O)CSc1nc2c(cnn2-c2ccc(Cl)cc2)c(=O)[nH]1
-7	-1.3	1	-1.4	4	4	-1	1	-1	-1.1	CN(C)C(=S)SCC(=O)NC(=O)NC(C)(C)C
-7	-0.3	1	3.1	-17	·	-2	-1	-3	0.8	CC(=O)c1ccc(S(=O)(=O)Nc2ccc(C(=O)NCC(c3ccco3)N3CCCC3)cc2)cc1 (stereo not drawn)
5	-0.8	22	-19	3	-1	-1	-6	-9	1.8	CCc1ccccc1NC(=O)CSc1nc2n[nH]c(C)c2c(=N)n1-c1ccc(OC)cc1
-7	-0.5	-1	0.1	11	-2	-2	-2	0	-0.9	CCCCc1nc(SCC(=O)N2CCOCC2)c2c(=O)n(C)c(=O)n(C)c2n1
-4	-1.0	-4	-2.4	5	-5	0	27*	-4	2.0	Cc1ccc(/C=C/C(=O)NCCCN2CCN(CCCNC(=O)/C=C/c3ccc(C)o3)CC2)o1
0	-0.1	4	-0.7	-8	-7	2	-3	0	-0.1	CN1CCN(C(=O)c2ccc3c(c2)N(Cc2ccc(F)cc2)C(=O)c2ccccc2S3=O)CC1 (stereo not drawn)
0	0.6	3	0.2	13	-2	1	-1	0	-0.3	CC1CCCCC1NC(=O)c1cncc(Br)c1 (stereo not drawn)
-3	-0.3	6	-1.0	6	-4	-1	-4	1	-0.8	C#CC(CC)(CC)NC(=O)c1cc(S(=O)(=O)N2CCCCC2)ccc1N1CCOCC1
0	-0.1	0	-1.5	5	-4	-2	-3	1	-0.4	Cc1cccc(NC(=O)c2ccc(OCC(=O)NCc3ccccc3)cc2)c1C
-9	-0.9	-1	-0.8	-5	-3	3	-4	0	1.0	CC(=O)c1cc(-c2ccccc2)n(CC(=O)NC2CCCCC2)c1C
-1	-0.3	11	-0.3	0	4	2	-2	1	0.4	Cn1c(Cn2nnc3ccccc32)nnc1SCC(=O)N1c2ccccc2Sc2ccccc21
-4	0.5	-2	-1.3	-6	-4	-4	11	2	0.6	COc1ccc(C)cc1NC(=O)CN1C(=O)C2CC=CCC2C1=O (stereo not drawn)
-3	-0.2	0	-0.5	-1	55*	2	-9	2	0.0	O=C(c1cc(S(=O)(=O)N2CCOCC2)ccc1F)N(Cc1nnc(-c2ccccc2Cl)o1)C1CC1
3	-0.2	-1	0.2	14	-10	-2	7	2	-1.0	Nc1cc(OC(=O)c2ccc(F)cc2)nn1S(=O)(=O)c1ccccc1
-2	-0.2	-10	-1.4	7	-2	5	-1	41	-1.1	Cc1nc([N+](=O)[O-])cn1CC(=O)c1ccc(Br)cc1
-3	-0.1	-8	-0.8	-5	-5	-2	0	-1	-0.5	CCOc1cc(N2CCOCC2)c(OCC)cc1NC(=O)COC(=O)c1ccc(OC)c([N+](=O)[O-])c1
0	-1.0	-13	0.4	-14	-2	3	-9	5	0.7	Cc1nc(-c2cccnc2)sc1C(=O)Nc1ccc(C(F)(F)F)cc1
-3	-0.6	-4	3.2	3	-20	0	-1	-9	1.0	CCOC(=O)c1nnn(-c2nonc2N)c1COc1cc(C)c(Cl)c(C)c1
-2	0.1	-1	-0.9	2	-5	-2	-11	2	-0.3	CC(=O)NC1(C(F)(F)F)N=C2SCCN2C1=O (stereo not drawn)

Later entries
MsrA act	Tb MetRS inh	SUMO1 PPI mod	LMPTP block	NRP1-CendR mod	Scp1 inh	STEP inh	eLon inh	DNMT1 inh	MsrA inh	SMILES
5	-0.8	3	2.8	10	-4	4	1	-9	·	COc1ccc(S(=O)(=O)N2CCN(CC(=O)Nc3cc(C(F)(F)F)ccc3Cl)CC2)cc1
-3	0.3	-11	2.3	-19	-2	2	18	-10	·	COC(=O)CCCC1=CC2=CC(=O)C(C)(OC(=O)c3cccs3)C(=O)C2=CN1c1cccc(C#N)c1 (stereo not drawn)
-1	0.5	-3	0.7	-8	-11	1	16*	-8	1.2	N#C/C(=C(/O)c1cccs1)c1nc2ccccc2[nH]1
-8	-1.1	2	-0.1	4	20	0	14	2	1.0	CC(=O)c1cccc(S(=O)(=O)NC2CCSc3ccccc32)c1 (stereo not drawn)
-1	0.2	-5	0.3	2	-11	-2	1	-5	1.2	CC(C)C(c1nnnn1C1CCCCC1)N1CCc2ccccc2C1 (stereo not drawn)
-3	0.2	0	-0.3	-1	0	1	-6	1	-0.7	CCOC(=O)[C@H]1[C@H]2COc3ccccc3[C@@H]2N2C(=O)CN(Cc3ccccc3)C(=O)[C@@]12C
0	0.3	5	1.2	-1	-1	-4	-4	-2	-0.8	CC(C)CCSc1nc2[nH]ncc2c(=O)[nH]1
-6	-0.3	1	-1.1	2	-3	-2	-3	7	0.8	COc1cccc(C(c2sc3ncnn3c2O)N2CCN(C(=O)c3ccco3)CC2)c1 (stereo not drawn)
-4	0.8	3	-0.5	-3	6	-2	7	24	-0.9	COC(=O)C1CCN(Cc2cn(Cc3ccccc3)nc2-c2cc3ccccc3o2)CC1

Five entries drawn at random from those above, as already listed:
MsrA act	Tb MetRS inh	SUMO1 PPI mod	LMPTP block	NRP1-CendR mod	Scp1 inh	STEP inh	eLon inh	DNMT1 inh	MsrA inh	SMILES
-4	0.8	3	-0.5	-3	6	-2	7	24	-0.9	COC(=O)C1CCN(Cc2cn(Cc3ccccc3)nc2-c2cc3ccccc3o2)CC1
-6	-0.3	1	-1.1	2	-3	-2	-3	7	0.8	COc1cccc(C(c2sc3ncnn3c2O)N2CCN(C(=O)c3ccco3)CC2)c1 (stereo not drawn)
-3	0.3	-11	2.3	-19	-2	2	18	-10	·	COC(=O)CCCC1=CC2=CC(=O)C(C)(OC(=O)c3cccs3)C(=O)C2=CN1c1cccc(C#N)c1 (stereo not drawn)
-8	-1.1	2	-0.1	4	20	0	14	2	1.0	CC(=O)c1cccc(S(=O)(=O)NC2CCSc3ccccc32)c1 (stereo not drawn)
5	-0.8	3	2.8	10	-4	4	1	-9	·	COc1ccc(S(=O)(=O)N2CCN(CC(=O)Nc3cc(C(F)(F)F)ccc3Cl)CC2)cc1
